KCNQ2 inh – KCNQ2 channel blockers in CHO-K1 cells – cell-based, FluxOR thallium flux, B-score, primary screen (AID 2156) | O88943 | 20 min; stronger effect = lower value | B-score at 10 µM | actives 1.1% (n = 310,000);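 active = fluorescence ratio B-score at most minus 3 library SDs, with starting brightness B-score within 2 library SDs, cut at about -5.5 in these data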
CHT inh – human CHT choline transport inhibition; CHT-expressing cells, membrane potential dye, choline response; stronger effect = lower value; B-score at 10 µM; actives 0.86% (n = 310,000);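 active = B-score over 3 SD under the library average, and starting fluorescence ratio not unusually high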;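 also: choline stimulus applied at its EC90 after an EC20 pre-addition; B-score computed on integrated fluorescence ratio after choline addition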
Target sequence (Q9GZV3 whole entry, looked up): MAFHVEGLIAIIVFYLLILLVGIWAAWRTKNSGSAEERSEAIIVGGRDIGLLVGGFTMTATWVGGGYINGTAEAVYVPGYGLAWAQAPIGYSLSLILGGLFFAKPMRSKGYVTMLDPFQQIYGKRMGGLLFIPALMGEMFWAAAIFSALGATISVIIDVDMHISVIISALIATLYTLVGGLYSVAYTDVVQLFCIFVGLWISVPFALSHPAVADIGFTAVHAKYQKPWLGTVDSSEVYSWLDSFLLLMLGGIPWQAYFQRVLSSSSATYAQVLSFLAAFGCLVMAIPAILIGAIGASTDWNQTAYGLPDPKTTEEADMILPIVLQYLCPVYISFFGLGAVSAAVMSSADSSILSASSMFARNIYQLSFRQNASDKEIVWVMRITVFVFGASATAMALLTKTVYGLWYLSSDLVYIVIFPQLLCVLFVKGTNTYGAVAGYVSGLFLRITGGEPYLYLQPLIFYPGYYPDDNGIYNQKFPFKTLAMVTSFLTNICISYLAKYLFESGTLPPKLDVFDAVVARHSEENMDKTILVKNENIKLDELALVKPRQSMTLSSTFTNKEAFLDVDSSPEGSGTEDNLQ
Kir21 block – inhibitors of mouse Kir2.1 inward-rectifier potassium channel. B-score at 10 µM. HEK293-Kir2.1, FluxOR thallium flux fluorescence; stronger effect = lower value. AID 1672. actives 0.85% (n = 310,000);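 active = fluorescence ratio B-score at or below minus 3 SD of library scores, with starting-brightness B-score within 2 SD, cut at about -4.2 in these data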;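 also: channel flux triggered by added potassium and thallium sulfate stimulus; B-score of peak minus minimum fluorescence over baseline after thallium stimulus; more negative B-score means stronger Kir2.1 block with less thallium influx; some compounds called inactive have numbers as strong as hits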
Target sequence (P35561 whole entry, looked up): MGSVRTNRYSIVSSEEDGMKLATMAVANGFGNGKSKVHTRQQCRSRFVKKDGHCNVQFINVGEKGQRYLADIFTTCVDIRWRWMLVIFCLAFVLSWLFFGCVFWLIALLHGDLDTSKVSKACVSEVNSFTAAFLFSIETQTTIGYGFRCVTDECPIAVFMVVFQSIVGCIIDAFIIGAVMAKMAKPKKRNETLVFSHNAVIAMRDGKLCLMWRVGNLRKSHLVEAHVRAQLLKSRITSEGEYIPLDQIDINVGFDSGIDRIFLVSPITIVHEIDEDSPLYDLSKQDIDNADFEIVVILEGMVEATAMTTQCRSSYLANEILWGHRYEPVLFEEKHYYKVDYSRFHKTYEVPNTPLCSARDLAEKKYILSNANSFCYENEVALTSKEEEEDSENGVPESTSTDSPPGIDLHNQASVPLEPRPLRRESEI
* hit, by the source's call; i = inactive; . = not tested or not shown. No enrichment for hits (roughly 2.6% active in at least one column).

SMILES	Kir21 block	CHT inh	KCNQ2 inh
O=C(c1ccc(Cl)cc1Cl)c1ncc(C(F)(F)F)cc1Cl	1.67	i	i
COc1ccc(S(=O)(=O)N2CCC(C(=O)NCCC(=O)NC3CC3)CC2)cc1	0.58	i	i
COc1ccc(C(=O)C(CO)Oc2ccccc2OC)cc1OC (stereo unspecified)	1.27	i	i
CCOc1ccccc1OCCCC(=O)NC1CCCc2ccccc21 (stereo unspecified)	-3.12	i	i
COc1ccc(-n2cc(CNCCCN3CCCC3=O)c(-c3ccccc3Cl)n2)cc1	-0.09	i	i
O=C(/C=C/Nc1cccc(F)c1)c1ccco1	-0.4	i	i
Cc1cccc(NC(=O)c2cnc3n(c2=O)CCS3)c1	-1.6	i	i
COc1ccc(-c2cc(C3CC3)nc(N)c2C#N)cc1	-1.05	i	i
COc1cccc(NC(=O)CCC(=O)Nc2cccc(OC)c2)c1	2.03	i	i
CCc1ccccc1NC(=O)c1cc(=O)c2ccccc2o1	-0.57	i	i
COc1cc([N+](=O)[O-])ccc1N1C(=O)C2C3C=CC(C4CC34)C2C1=O (stereo unspecified)	-1.3	i	i
COc1cc(C2C3C(=O)N(c4ccc(F)cc4)C(=O)C3ON2c2ccccc2)ccc1O (stereo unspecified)	1.88	i	i
Cn1c(=O)c2c(nc(NCCCO)n2C/C=C/c2ccccc2)n(C)c1=O	-0.4	i	i
CCc1ccc(CN(C)C(=O)CCc2nnc(CCc3ccccc3OC)o2)nc1	-0.07	i	i
Cc1ccc2c(CN3CCCCC3C)cc(=O)oc2c1 (stereo unspecified)	-1.05	i	i
CCN(CC)C(=O)C(=O)c1cccn1-c1c(Cl)cccc1C#N	2.98	i	i
c1cc2c(cc1NC1CCCCCC1)OCO2	0.9	i	i
COC(=O)c1cc(C(=O)N2CCN(C(=O)c3ccco3)CC2)cc([N+](=O)[O-])c1	1.42	i	i
COC(=O)COc1ccc(S(=O)(=O)NCC2CCCO2)cc1Cl (stereo unspecified)	0.36	i	i
O=C1NC2(CCCCC2)N(C(=O)c2ccccc2)C2=C1CCCC2	1.38	i	i
O=C(NC1(C(F)(F)F)NC(=O)N(Cc2ccccc2)C1=O)c1cccnc1 (stereo unspecified)	-2.16	i	i
O=c1oc2ccccc2nc1/C=C(O)/C=C\c1ccccc1	-3.57	i	i
COc1ccc2c(c1OC)C(=O)OC2CC(=O)c1ccc(O)c(O)c1 (stereo unspecified)	0.66	i	i
Cc1nn(-c2ccccc2)c(N)c1Sc1ccc([N+](=O)[O-])cc1	-0.72	i	i
COc1ccc(-c2nc(C#N)c(N3CC(C)OC(C)C3)o2)cc1OC (stereo unspecified)	-0.46	i	i
Cc1ccc(-c2nc(=S)c3c(n2CC2CCCO2)CC(C)(C)OC3)cc1 (stereo unspecified)	-0.99	i	i
CCn1c(SCC(=O)Nc2ccccc2)nc2nc3c(cc2c1=O)COC(C)(C)C3	-0.74	i	i
O=C(O)C1CCN(C(=O)c2ccc(Cl)cc2)CC1	0.05	i	i
Clc1ccc(SCNc2ccccc2Cl)cc1	-0.64	i	i
NC(=O)N/N=C/c1cn(-c2ccccc2)nc1-c1cccs1	-0.47	i	i
CCCS(=O)(=O)N1CCN(Cc2ccccc2C(F)(F)F)CC1	1.14	i	i
CS(=O)(=O)N1CCC(Oc2cccc(C(=O)NCCCOc3cccnc3)c2)CC1	1.91	i	i
Cc1ccc(NC(=O)CSc2nc(=O)n(CCCN3CCOCC3)c3c2CCCC3)c(C)c1	0.58	i	i
CCOc1cc(/C=N/NC(=O)CN2CCOCC2)ccc1OCc1ccc(Cl)cc1	-1.15	i	i
CC1CCN(S(=O)(=O)c2cccc(C(=O)Nc3nncs3)c2)CC1	-0.99	i	i
CCOC(=O)N1CCN(S(=O)(=O)Cc2ccccc2)CC1	0.13	i	i
O=Cc1c(F)cccc1N1CCCC1	0.04	i	i
COc1ccc(S(=O)(=O)N2CCOC2CNC(=O)C(=O)NCCc2c[nH]c3ccccc23)cc1 (stereo unspecified)	-0.99	i	i
CC1CC(C)CN(S(=O)(=O)c2ccc(NC(=S)NC(=O)c3ccccc3)cc2)C1 (stereo unspecified)	-0.26	i	i
O=[N+]([O-])c1ccc(CSc2nnc(Cc3ccccc3)o2)cc1	-0.25	i	i
O=C(C[n+]1ccn(-c2ccccc2)c1)c1ccc([N+](=O)[O-])cc1	-0.09	i	i
Cc1ccc(C2CC(c3ccccc3)=NN2c2ccccc2)o1 (stereo unspecified)	-1.55	i	i
Cc1ccc(NC(=O)CSc2nnc(CNC(=O)c3ccco3)o2)cc1	1.37	i	i
COCCNC(=O)/C(C#N)=C/c1c(N2CCCCCC2)nc2c(C)cccn2c1=O	1.61	i	i
COC(=O)c1[nH]c2ccc(Cl)cc2c1NC(=O)CN1CCC(C(N)=O)CC1	2.3	i	i
COCCn1c(-c2ccc(OC)cc2)c(-c2ccc(OC)cc2)oc1=O	-2.97	i	i
Cc1cc2c(cc1C)CSC(c1ccccc1OC(=O)C(C)C)SC2	0.06	i	i
COCCN1C(=O)C(CC(=O)Nc2ccccc2)SC1=Nc1ccc(OC)cc1 (stereo unspecified)	-0.54	i	i
CCN(CC)c1ccc(NC(=O)c2ccccc2Br)cc1S(=O)(=O)Nc1ccccc1OC	0.49	i	i
CCC(C)(C)NC(=O)C(c1cccn1C)N(Cc1ccc(OC)cc1)C(=O)Cn1nnc2ccccc21 (stereo unspecified)	1.6	i	i
CC1CCc2c(sc(NC(=O)CSc3ncnc4c3cnn4-c3ccccc3Cl)c2C#N)C1 (stereo unspecified)	-0.58	i	i
CC(C)CC(=O)NC(NCC1CCCO1)C(Cl)(Cl)Cl (stereo unspecified)	-0.34	i	i
Cc1cc2oc(=O)sc2cc1NS(=O)(=O)c1cccc2cccnc12	-0.4	i	i
COc1ccc(CC2(CO)CCN(CC3=CC[C@H]4C[C@@H]3C4(C)C)CC2)cc1	-2.17	i	i
C/C(=N\Nc1ccc(C(F)(F)F)cn1)c1ccc(S(=O)(=O)NCc2ccco2)cc1	1.95	i	i
O=C(N/N=C/C1CCCCC1)c1cc(Cl)ccc1O	-0.34	i	i
COc1ccc(C(=O)Nc2nc(-c3cccs3)cs2)cc1	0	i	i
C/C(CC(=O)Nc1ccc(Cl)cn1)=N\NC(=O)Cc1cccs1	0.55	i	i
CCSc1nnc(NC(=O)c2csc(C)c2)s1	1.89	i	i
O=S(=O)(Nc1ccc2c(c1)nc1n2CCN(Cc2ccccc2)C1)c1ccc(F)cc1	0.17	i	i

The list goes on.
SMILES	Kir21 block	CHT inh	KCNQ2 inh
Cc1ccc2nc(N3C(=O)C(O)=C(C(=O)c4ccco4)C3c3cccc(O)c3)sc2c1 (stereo unspecified)	-0.54	i	i
Cc1ccc(C)c(N(C(=O)CCC(=O)Nc2cc(C)on2)C(C(=O)NC2CCCC2)c2ccco2)c1 (stereo unspecified)	-0.63	i	i
CCC(C(=O)Nc1cccc(C(=O)O)c1)c1ccccc1 (stereo unspecified)	-1.23	i	i
CC(C)CCNC(=O)C(c1ccc(O)cc1)N(C(=O)C1COc2ccccc2O1)c1cccc(O)c1 (stereo unspecified)	-1.09	i	i
Cc1ccc2cccc(S(=O)(=O)N3CCCc4ccccc43)c2n1	0.98	i	i
C=C(C)/C=N/NC(=S)Nc1ccc(S(=O)(=O)N2CCOCC2)cc1	-1.7	i	i
Cc1cccn2c(=O)c3cc(C(=O)NCCN4CCOCC4)n(C)c3nc12	0.34	i	i
COc1cc2[nH]c3c(=O)n4c(nc3c2cc1OC)SCCC4	2.52	i	i
CC(C)c1cc(N2CCC(=O)NC2=O)cc(C(=O)O)c1O	-1.34	i	i
C=CCN(c1ccccc1)S(=O)(=O)c1cccc2cccnc12	0.04	i	i
[O-][n+]1c2ccccc2c2n1CCCN=C2c1ccc(Cl)cc1	0.54	i	i
O=C(Nc1ccc2c(c1)CCC2)Nc1ccccc1F	-0.98	i	i
CCOC(=O)[C@@H]1[C@H]2COc3ccccc3[C@@H]2N2C(=O)N(c3ccc(C)cc3)C(=O)[C@]12C	0.22	i	i
O=Nc1c(O)n(Cc2c(Cl)cccc2Cl)c2ccccc12	0.1	i	i
CN1CCN(CCCNC(=O)c2cc3c(=O)n(C)c4ccccc4c3s2)CC1	1.07	i	i
Cn1c(Cc2ccccc2)nnc1SCC(=O)N1CCN(c2ccccc2)CC1	0.34	i	i
CC1CCCCC1NS(=O)(=O)c1ccc(-n2cnnn2)cc1 (stereo unspecified)	-0.3	i	i
COc1ccc(CNc2ncccn2)cc1OC	-0.97	i	i
Cc1ccc(C)c2[nH]c(=O)c(C(c3nnnn3C3CCCC3)N3CCOCC3)cc12 (stereo unspecified)	-1.76	i	-6.08*
CC(C)CCNC(=O)CCc1nnc2n(CCCOC(C)C)c(=O)c3ccccc3n12	0.05	i	i
N#CCCN(C(=O)CSc1ccc2c(c1)OCCO2)c1ccc(F)cc1	-3.42	i	i
O=S1(=O)CCOC[C@H](c2ccccc2)N1Cc1cccc(Cl)c1	-2.92	i	i
Cc1c(C(c2cc3c(cc2Br)OCO3)c2c(C)n(C)n(-c3ccccc3)c2=O)c(=O)n(-c2ccccc2)n1C	-0.2	i	i
Cc1cc(OCc2nnc(SC(C)C(=O)O)n2Cc2ccccc2)ccc1Cl (stereo unspecified)	-0.09	.	i
Cc1ccc(-n2c(SCC(=O)NCc3ccco3)nnc2-c2cccnc2)cc1	-1.45	i	i
Nc1nonc1-n1nnc(C(=O)N/N=C/c2ccc(Br)cc2)c1CN1CCOCC1	-0.41	i	i
COc1cc(OC)c(C2N(C)c3ccccc3N2C)cc1OC	-0.02	i	i
CCOC(=O)c1cn(CC)c2cc(Cl)c([N+](=O)[O-])cc2c1=O	1.07	i	i
O=C1CCN(Cc2ccc(O)cc2)CCN1CCO	-0.14	i	i
CCc1nc2c(c(=O)c3ccccc3n2C)c(=O)n1CCc1ccc(OC)cc1	0.48	i	i
O=C(c1ccc(Cl)c(Cl)c1)N1CCC(=O)N(C(COCc2cccc(Cl)c2)Cc2ccccc2)CC1 (stereo unspecified)	0	i	-6.19*
Clc1ccc2nc(CN3CCCc4ccccc43)cn2c1	-0.69	i	i
O=C(CN1CCCC1)Nc1c2c(cc3c1CCC3)CCC2	-2.08	i	i
Cn1nc(C(C)(C)C)c([N+](=O)[O-])c1C(=O)NC1CCCCC1	-1.19	i	i
CCCNC(=O)Cn1cccc1C(=O)c1ccccc1	0.19	i	i
O=C(NCc1ccccc1)C1CC(=O)N(C2CCCCC2)C1 (stereo unspecified)	-0.18	i	i
Cn1nnc2cc(C(=O)N3CCN(c4ccccn4)CC3)ccc21	-1.55	i	i
CCOc1ccc2nc(NC(=O)C3CCCN(S(=O)(=O)c4cccs4)C3)sc2c1 (stereo unspecified)	-1.45	i	i
CC(=O)c1c(C)nn(CC(=O)NC2CCCN(Cc3ccc(CC(C)C)cc3)C2)c1C (stereo unspecified)	-2.02	i	i
COc1ccccc1N1CCN(C(=O)CSc2nc3ccccc3c(=O)n2CC2CCCO2)CC1 (stereo unspecified)	-0.03	i	i

Brought forward from above: two entries; new compounds follow.
SMILES	Kir21 block	CHT inh	KCNQ2 inh
CC(=O)c1c(C)nn(CC(=O)NC2CCCN(Cc3ccc(CC(C)C)cc3)C2)c1C (stereo unspecified)	-2.02	i	i
COc1ccccc1N1CCN(C(=O)CSc2nc3ccccc3c(=O)n2CC2CCCO2)CC1 (stereo unspecified)	-0.03	i	i
Cc1ccc(OCCn2c(C)nc3ccccc32)cc1	0.38	i	i
COc1cc(NC(=O)c2ccco2)c(OC)cc1NC(=O)Nc1cccc(Cl)c1	0.29	i	i
Cc1cccc(C)c1OCc1cc(C(=O)N2CCNC(=O)C2)no1	1.73	i	i
O=C(C[n+]1cccc(O)c1)Nc1ccc(Br)cc1	-0.76	i	i
O=C(CCCOc1ccc(Cl)cc1Cl)N/N=C/c1ccccc1O	-2.34	i	i
CC1CSc2nnc(CCc3ccccc3)n21 (stereo unspecified)	-1.4	i	i
CCOc1ccc2c(c1)/C(=C(\C(Cl)=C(Cl)Cl)[N+](=O)[O-])N2	-2.96	i	i
COc1cccc(NC(=O)Cn2cnc3sc(C)c(S(=O)(=O)N4CCN(C)CC4)c3c2=O)c1	-1.32	i	i
O=C(NC1CC1)c1cc(F)c(F)cc1Cl	-0.18	i	i
CS(=O)(=O)N(CC(=O)Nc1ccccc1)c1cccc(Cl)c1Cl	-0.94	i	i
CCOC(=O)c1sc(N(C)C(C)=O)nc1C	0.59	i	i

In the list so far, these have a COOH group.
SMILES	Kir21 block	CHT inh	KCNQ2 inh
O=C(O)C1CCN(C(=O)c2ccc(Cl)cc2)CC1	0.05	i	i
CCC(C(=O)Nc1cccc(C(=O)O)c1)c1ccccc1 (stereo unspecified)	-1.23	i	i
CC(C)c1cc(N2CCC(=O)NC2=O)cc(C(=O)O)c1O	-1.34	i	i
Cc1cc(OCc2nnc(SC(C)C(=O)O)n2Cc2ccccc2)ccc1Cl (stereo unspecified)	-0.09	.	i
